# Screens (PubChem BioAssay)
# APJ antag: antagonists of human apelin receptor APJ, primary screen, CHO-K1 cells, beta-arrestin complementation, luminescence; inhibition, % at 20 µM; actives 0.32% (n = 330,000); AID 2521, 2010;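 active = inhibition above about 40% at 20 µM, limit read from the data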;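 also: cells challenged with 10 nM apelin-13 agonist together with compound; plate controls were apelin-13 plus DMSO wells for no effect and DMSO wells lacking apelin-13 for full effect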
# Target sequence (P35414 whole entry, looked up): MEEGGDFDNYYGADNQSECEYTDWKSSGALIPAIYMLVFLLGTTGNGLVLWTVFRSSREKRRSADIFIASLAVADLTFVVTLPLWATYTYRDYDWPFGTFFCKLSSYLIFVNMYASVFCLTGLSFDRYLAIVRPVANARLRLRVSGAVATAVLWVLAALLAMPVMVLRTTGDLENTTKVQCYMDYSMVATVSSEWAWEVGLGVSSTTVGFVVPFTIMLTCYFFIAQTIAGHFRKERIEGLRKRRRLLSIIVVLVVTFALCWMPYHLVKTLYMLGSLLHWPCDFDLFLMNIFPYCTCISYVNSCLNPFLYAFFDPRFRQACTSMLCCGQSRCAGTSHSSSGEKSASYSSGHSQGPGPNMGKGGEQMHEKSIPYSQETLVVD
# tim23-1 inh: growth inhibitors of tim23-1 mutant yeast, primary screen, luminescence, uHTS | AID 463212, 2010 | inhibition, % at 20 µM | S. cerevisiae tim23-1 growth, BacTiter-Glo luminescence, 24 h | actives 1.3% (n = 330,000);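 active = growth inhibition of the mutant yeast at or above 50%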;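 also: temperature-sensitive mutant grown at 25 °C; plate controls were DMSO-treated mutant yeast for no effect and medium wells lacking yeast for full effect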
# CXCR6 inh: CXCR6 receptor inhibitors, primary screen, cell-based, beta-arrestin, luminescence, CHO-K1 PathHunter, 1536-well. C-X-C chemokine receptor type 6 (Homo sapiens), O00574. inhibition, % at 20 µM. actives 0.36% (n = 360,000). AID 602244, 2012; in the data active = inhibition above about 34%, passing the limit was not always enough;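 also: antagonist mode with CXCL16 agonist at 10 nM final; 0% = 10 nM CXCL16 with DMSO and 100% = unstimulated wells without agonist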
# Target sequence (O00574 whole entry, looked up): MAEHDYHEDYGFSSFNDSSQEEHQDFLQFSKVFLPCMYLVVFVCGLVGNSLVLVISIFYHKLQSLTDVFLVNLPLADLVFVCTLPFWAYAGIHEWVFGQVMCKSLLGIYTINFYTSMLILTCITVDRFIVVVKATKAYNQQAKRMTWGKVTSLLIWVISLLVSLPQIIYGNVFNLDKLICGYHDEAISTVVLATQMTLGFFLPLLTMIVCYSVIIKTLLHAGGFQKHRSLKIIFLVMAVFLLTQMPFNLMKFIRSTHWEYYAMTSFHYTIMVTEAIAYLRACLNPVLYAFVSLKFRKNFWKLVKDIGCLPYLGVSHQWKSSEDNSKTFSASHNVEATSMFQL
# APJ ag: agonists of human apelin receptor APJ, primary screen, CHO-K1 cells, PathHunter beta-arrestin, luminescence. actives 0.11% (n = 330,000). P35414. 0% DMSO wells, 100% apelin. activation, % at 20 µM;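 active = activation more than six SD over the plate average, tested at 20 µM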;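 also: 0% = DMSO alone and 100% = apelin-13 at 10 nM; some results filed as inactive read as strong as hits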
#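 Test system: CHO-K1 APJ beta-arrestin complementation cell line | Compound: Single test compound dose, 20 µM final, 1% DMSO | Incubation: Compound 90 min 25 °C, reagent 1 h | Measured by: beta-gal luminescence | Read-out basis: APJ–arrestin association signal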
# Mdm2 MdmX PPI: inhibitors of human Mdm2-MdmX association, primary screen, cell-based, luminescence, split luciferase, SaOS-2, uHTS. Protein Mdm4 (Homo sapiens) + E3 ubiquitin-protein ligase Mdm2 (Homo sapiens), …. SaOS-2 split-luciferase Mdm2/MdmX complementation. inhibition, % at 8 µM. actives 3% (n = 330,000);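 active = inhibition of at least 50% at 8 µM in the primary screen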
# TIM10 inh: growth inhibitors of isogenic TIM10 control yeast, primary screen, counter-screen for tim10-1 yeast inhibitor project, luminescence, uHTS | S. cerevisiae TIM10 strain growth, BacTiter-Glo luminescence, 24 h | inhibition, % at 10 µM | actives 1.4% (n = 330,000) | AID 463195, 2010;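 active = inhibition of 40% or more at the single tested concentration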;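 also: wild-type TIM10 isogenic control strain grown at permissive 25 °C; 0% = DMSO yeast wells and 100% = minimal medium wells without yeast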
# tim10-1 inh: growth inhibitors of tim10-1 mutant yeast, primary screen, luminescence, uHTS; S. cerevisiae tim10-1 ts strain growth, BacTiter-Glo, 24 h; inhibition, % at 20 µM; actives 2.2% (n = 330,000);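 active = inhibition of at least 40%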;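 also: mutant grown at 25 °C; 0% = DMSO wells with yeast and 100% = wells holding no yeast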
# UPR XBP1 act: activators of adaptive XBP1 UPR arm, primary screen, cell-based, CHO-XBP1 luciferase reporter, luminescence, uHTS. IRE1-XBP1 UPR activation; percent of tunicamycin response, DMSO as zero. activation, % at 20 µM. actives 0.33% (n = 330,000). AID 463104, 2010;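 active = versus positive control, 20 µM dose yields 30% or more activation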;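 also: 100% = tunicamycin at 10 µg/mL and 0% = DMSO only wells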
#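 Material: CHO-XBP1 cells stably carrying IRE1-XBP1-driven luciferase reporter | Medium: F12 with 10% serum | Compound dosing: 20 µM single concentration, DMSO 1% | Incubation: Overnight seeding at 37 °C, 6 h compound treatment at 37 °C | Detection: Steady-Glo luminescence read | Read-out basis: % activation of reporter signal versus tunicamycin and DMSO controls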
# CHOP UPR activ: activators of apoptotic CHOP UPR arm, primary screen, cell-based, CHO-CHOP luciferase reporter, luminescence, uHTS. UPR activation; percent of tunicamycin response over DMSO baseline. activation, % at 10 µM. actives 0.34% (n = 330,000). AID 449763, 2010;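 active = at 10 µM dose, activation of 40% or more, normalized to positive control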;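 also: 100% = tunicamycin at 10 µg/mL and 0% = DMSO alone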
#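 System: CHO-CHOP luciferase reporter cell line; amount: 500 cells/well; buffer or medium: F12 medium containing 10% fetal bovine serum; incubation: 6 h compound exposure at 37 °C after overnight seeding; measured by: luciferase luminescence after 10 min with Steady-Glo reagent; evaluation: % reporter activation, DMSO baseline versus tunicamycin full activation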
# An asterisk follows results filed as active. These rows are one share of the data, so the mix of outcomes need not match the whole.
SMILES,APJ antag,tim23-1 inh,CXCR6 inh,APJ ag,Mdm2 MdmX PPI,TIM10 inh,tim10-1 inh,UPR XBP1 act,CHOP UPR activ
C=CCNc1sc(C(=O)c2ccccc2)c(N)c1-c1nc2ccccc2s1,19.2,44.2,17.4,-11.2,5.2,22.0,40.0*,0.2,0.6
O=[N+]([O-])c1ccc(N2CCN(S(=O)(=O)c3cnc[nH]3)CC2)cc1,23.4,-6.1,6.6,3.8,2.8,8.5,9.6,-3.4,0.2
COC(=O)C(F)(F)Sc1c(C)[nH]c2ccccc12,-16.0,21.5,-4.0,-3.0,8.7,14.3,12.3,-3.1,-0.4
CCN(Cc1ccncc1)Cc1ccc(Br)cc1,10.1,3.6,-9.0,-2.7,16.0,11.3,15.7,-0.3,0.4
CCCn1c(C(C)Nc2nc(-c3ccc(Cl)c([N+](=O)[O-])c3)cs2)nc2ccccc21 (stereo not drawn),4.3,21.9,-5.7,4.2,28.5,16.8,25.2,2.5,-0.4
CCOC(=O)c1cc(C#N)c(N2CCOCC2)nc1-c1ccccc1,-4.1,5.8,3.4,-1.9,15.6,-10.3,0.1,-0.4,-2.3
COc1cc(C(=O)NC(C(=O)Nc2cccc(C(C)=O)c2)C(C)C)cc(OC)c1OC (stereo not drawn),-24.2,-6.2,-4.3,-3.2,13.5,-11.8,-10.2,-0.4,0.7
COc1ccc(N2C(=O)C3C4c5ccccc5C(C=Nc5ccc(C)cc5C)(c5ccccc54)C3C2=O)cc1 (stereo not drawn),5.5,46.0,9.4,3.3,27.7,53.5*,34.0,0.8,1.9
COc1ccc(/C(N)=N/OC(=O)N2CCOCC2)cc1,0.4,20.8,6.9,3.4,61.8*,9.5,27.8,2.8,0.1
Cc1ccccc1C(=O)Nc1cccc(C(=O)N/N=C/c2ccc3c(c2)OCO3)c1,-0.6,-2.2,1.5,0.0,-6.9,14.0,-10.5,-3.8,5.4
Cc1ccsc1C(=O)NNC(=O)CCN1CCN(c2ccccc2)CC1,8.5,-5.6,1.9,-3.9,7.6,-3.1,-1.7,1.1,2.4
Cc1cc(SCC(=O)N2CCCC2=O)nc2ccccc12,7.5,26.3,-6.6,-1.4,-19.0,8.6,17.9,-0.1,-0.2
O=C(NCC(c1ccco1)N1CCCC1)c1ccc(S(=O)(=O)Nc2ccc(F)cc2)cc1 (stereo not drawn),-2.2,4.4,-0.6,1.7,6.7,9.6,9.8,-4.1,-3.0
CC(C)C[C@H](NC(=O)[C@H]1N2C(=O)c3ccccc3C2SC1(C)C)C(=O)N[C@@H](Cc1ccccc1)C(=O)O (stereo partly drawn),0.8,13.4,3.5,-0.6,-6.7,5.0,7.8,-3.3,-0.9
CCNC(=S)N1CCC(NC(=O)c2ccco2)CC1,-25.8,-8.1,-2.7,-1.6,17.6,4.6,5.5,-3.2,0.7
CC(=O)Nc1cccc(C(=O)N(Cc2ccccc2)Cc2ccccc2)c1,-8.0,23.3,2.2,3.2,24.2,9.5,9.6,-5.2,1.0
c1ccc(-c2csc(Nc3cccnc3)n2)cc1,12.3,26.5,6.3,-2.5,-84.2,41.6*,26.7,6.2,3.4
CCC(C)[C@H](NC(=O)NCc1ccccc1)C(=O)O (stereo partly drawn),4.8,1.6,-0.9,-5.1,1.4,3.9,9.6,-1.1,-1.5
Cc1nnc(SCC(=O)Nc2nccs2)s1,9.8,9.4,-8.7,0.8,4.7,-13.3,21.7,-0.4,-0.9
O=C(Cc1c[nH]c2ccccc12)N1CCN(S(=O)(=O)c2cccc(Cl)c2Cl)CC1,-7.3,24.7,0.0,9.1,1.9,-9.1,26.3,2.3,1.9
CC(O)CCc1nc2ccc(C(=O)O)cc2[nH]1 (stereo not drawn),13.5,5.9,2.5,-1.7,-17.4,4.7,10.2,-4.2,-0.1
Cc1cc(N2CCN(C)CC2)ccc1NC(=O)c1cccc(S(=O)(=O)N2CCc3ccccc3C2)c1,-1.7,5.9,3.2,0.6,96.1*,-1.0,14.2,34.1*,2.3
O=C(CSc1nc2ccccc2c(=O)n1CC1CCCO1)Nc1ccc(F)cc1 (stereo not drawn),3.0,19.2,5.0,-1.1,-15.1,7.1,-20.1,1.2,1.0
COc1ccc(N(CC(=O)NCCSC2CCCCC2)S(C)(=O)=O)c(OC)c1,1.1,7.5,3.5,-1.1,-3.8,16.3,21.9,3.0,0.3
COc1ccc(N(CC(=O)NCc2ccc(F)cc2)C(=O)CCC(=O)Nc2ccccn2)cc1,6.2,-0.1,11.0,0.5,6.2,-8.6,-16.9,-2.4,0.9
SMILES,APJ antag,tim23-1 inh,CXCR6 inh,APJ ag,Mdm2 MdmX PPI,TIM10 inh,tim10-1 inh,UPR XBP1 act,CHOP UPR activ
Cc1cccc(C(=O)OCC(=O)NC2CCCCCCC2)c1,-1.1,29.8,-1.1,-3.4,-18.9,9.1,7.1,-0.5,0.1
CCOC(=O)CSc1nnc(C)c(=O)[nH]1,13.5,11.3,-0.8,-1.3,-3.9,0.7,21.8,-1.2,-0.1
Fc1ccc(NC(=S)N2CCSC2c2cccs2)cc1 (stereo not drawn),-28.7,20.5,-3.2,1.1,16.1,-1.2,29.7,-2.6,0.9
CCN(CC)C(=O)CSc1nnc(-c2ccccc2)c(-c2ccccc2)n1,10.8,24.9,-1.0,0.1,16.6,7.0,19.3,-0.5,0.5
COc1cc(OC)c(N2CC(C(=O)NCCC3=CCCCC3)CC2=O)cc1Cl (stereo not drawn),-10.8,-97.4,10.2,-0.8,6.7,-233.4,-216.2,-2.8,-2.0
N#Cc1c(SCC(N)=O)nc(-c2ccccc2)c2c1CCCC2,31.4,16.0,7.8,-3.6,-0.3,-12.6,3.2,-5.5,-2.0
Cc1c(CCOC(=O)C23CC4CC(CC(C)(C4)C2)C3)sc[n+]1Cc1ccccc1,12.9,-3.3,-7.0,-4.3,45.7,19.1,17.5,2.2,0.8
CC(=O)C(Sc1nnnn1-c1ccc(O)cc1)c1ccccc1 (stereo not drawn),10.6,0.2,-4.1,-3.9,24.4,-0.6,12.8,0.8,2.6
COc1ccccc1C(=O)Nc1ccc2c(c1)nc(CCNC(=O)c1ccccc1)n2C,-19.1,19.4,-4.6,5.3,43.7,0.2,-2.8,6.0,3.2
CC(C)CNC(=S)N1CCN(C)CC1,25.1,-8.7,9.8,-0.1,-18.1,-7.2,21.1,1.5,-1.9
CCOC(=O)Cc1csc(NC(=O)CCc2ccccc2)n1,-13.9,10.7,1.4,-0.1,-21.1,8.2,11.9,-4.5,0.3
CCN(CC)CCN(Cc1cc2cc3c(cc2[nH]c1=O)OCCO3)C(=S)NCC(C)C,-4.0,2.0,12.7,-2.1,13.4,5.5,-0.1,-7.2,2.2
CCCNC(=O)C1CCC(CNS(=O)(=O)c2cccc3nsnc23)CC1 (stereo not drawn),4.1,-10.6,-3.6,2.7,-24.8,-0.1,-0.2,-1.1,0.2
COc1ccc(OC)c(NC(=O)C(CC(=O)O)NCc2ccco2)c1 (stereo not drawn),-0.7,3.6,3.4,-11.1,25.4,12.8,7.3,-1.0,0.1
O=C(CCNC(=O)Cn1ccc2ccccc2c1=O)NCC1CCCC1c1ccccc1 (stereo not drawn),0.2,7.6,-5.5,-4.2,-25.9,11.6,4.1,-0.5,0.5
Cc1ccccc1NC(=O)CC1SC(=Nc2ccc(O)cc2)NC1=O (stereo not drawn),8.5,-0.5,-6.4,-1.8,3.2,-6.1,-7.0,-1.2,1.1
C=CCN1C=C2C(=O)C(C)(OC(=O)CCC(=O)OC)C(=O)C(Br)=C2C=C1c1ccc(OC)cc1 (stereo not drawn),-161.6,24.4,-16.7,34.1,-20.7,20.0,6.1,-2.2,4.3
CCN1CCN(C(=S)c2ccc(O)cc2)CC1,1.8,-0.9,9.5,-1.3,1.5,-8.3,1.3,0.7,0.5
Cc1oc(-c2ccccc2Cl)nc1CSc1nc2c(c(=O)[nH]1)CCC2,6.9,13.1,0.3,-0.6,5.6,18.6,30.7,-0.5,2.2
Cc1ccc(C)c(S(=O)(=O)N2CCN(C(=O)/C=C/c3ccco3)CC2)c1,-30.0,22.8,2.0,-3.1,-5.1,4.0,39.5,-2.6,0.2
O=C(O)c1ccc2c(=O)n3c(nc2c1)/C(=C/c1ccccc1C(F)(F)F)CCCC3,7.6,9.6,-5.9,2.3,2.8,14.1,10.0,-2.5,2.7
CCOc1ccccc1NC(=S)NC(=O)C1CCCCC1,-1.6,45.4,3.5,-4.0,26.1,37.8,39.5,-4.5,-1.1
CCOC(=O)c1c(OCCO)noc1N,-13.2,3.0,0.4,-3.5,-22.9,19.2,0.4,-2.1,0.8
CCc1c(OC(C)=O)c2ccccc2n(C)c1=O,-3.7,13.5,7.0,-2.4,15.4,2.1,-0.1,-1.5,0.0
Cc1c(-n2c(SCC(=O)N(C)C3CCS(=O)(=O)C3)nc3ccccc3c2=O)c(=O)n(-c2ccccc2)n1C (stereo not drawn),-6.1,7.5,6.4,-0.4,18.0,-11.9,3.1,-3.1,-1.0
SMILES,APJ antag,tim23-1 inh,CXCR6 inh,APJ ag,Mdm2 MdmX PPI,TIM10 inh,tim10-1 inh,UPR XBP1 act,CHOP UPR activ
Cc1ccc(C)c(NC(=S)N(CCN(C)C)C(C)c2ccccn2)c1 (stereo not drawn),6.7,0.0,-2.1,-2.9,3.3,2.5,-15.3,-1.2,-0.6
Fc1ccccc1OCCSc1nnnn1-c1ccccc1,5.4,21.9,-7.5,1.3,-255.2,14.3,30.5,-2.8,-0.1
C=CCNC(=S)NNC(=O)CSc1nc2ccccc2s1,26.0,34.1,4.8,-4.0,-34.3,36.9,22.5,0.0,0.2
COc1ccc(CNC(=O)C2CCNCC2)cc1,-1.6,1.6,-2.9,-1.5,8.3,-24.6,0.9,-1.8,-0.3
Cc1ccc2oc(C(=O)Nc3cc(C)on3)c(C)c2c1,10.3,6.6,-2.4,-1.5,-126.6,9.6,10.6,-1.2,-3.1
COc1ccccc1NC(=S)N(Cc1ccc(Cl)cc1)CC1CCC(C(=O)O)CC1 (stereo not drawn),-1.2,23.1,-0.7,-0.4,-10.6,10.0,2.5,-4.9,1.1

# Two successive compounds already listed, quoted:
SMILES,APJ antag,tim23-1 inh,CXCR6 inh,APJ ag,Mdm2 MdmX PPI,TIM10 inh,tim10-1 inh,UPR XBP1 act,CHOP UPR activ
Cc1ccc(C)c(NC(=S)N(CCN(C)C)C(C)c2ccccn2)c1 (stereo not drawn),6.7,0.0,-2.1,-2.9,3.3,2.5,-15.3,-1.2,-0.6
Fc1ccccc1OCCSc1nnnn1-c1ccccc1,5.4,21.9,-7.5,1.3,-255.2,14.3,30.5,-2.8,-0.1
